PAFAH1B3 inh: blocks human PAF acetylhydrolase 1B catalytic subunit 3. 0.28% of 340,000 active. recombinant PAFAH1B3, FP-rhodamine probe, fluorescence polarization. Q15102. inhibition, % at 3.39 µM. AID 492972;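 active = inhibition above the screen-wide average of all tested compounds plus 3 SD, cut at about 25% in these data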;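 also: 0% = enzyme with DMSO only and 100% = wells lacking PAFAH1B3 protein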
Target sequence (Q15102 whole entry, looked up): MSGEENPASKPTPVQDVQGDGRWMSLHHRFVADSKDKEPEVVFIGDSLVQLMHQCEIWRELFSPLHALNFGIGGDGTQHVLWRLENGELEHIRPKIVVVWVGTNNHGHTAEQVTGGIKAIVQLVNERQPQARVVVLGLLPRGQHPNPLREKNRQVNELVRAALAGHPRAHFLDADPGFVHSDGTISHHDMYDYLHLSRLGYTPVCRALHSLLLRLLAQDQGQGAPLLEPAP
PAD4 FP inh: inhibitors of human PAD4 | Q9UM07 | inhibition, % at 6.36 µM | 0.41% of 330,000 active | recombinant PAD4, RCA probe fluorescence polarization;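 active = percent inhibition above a cutoff equal to the mean of all tested compounds plus 3 SD, cut at about 15% in these data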;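 also: 0% = PAD4 with RCA probe and DMSO and 100% = probe without PAD4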
Target sequence (Q9UM07 whole entry, looked up): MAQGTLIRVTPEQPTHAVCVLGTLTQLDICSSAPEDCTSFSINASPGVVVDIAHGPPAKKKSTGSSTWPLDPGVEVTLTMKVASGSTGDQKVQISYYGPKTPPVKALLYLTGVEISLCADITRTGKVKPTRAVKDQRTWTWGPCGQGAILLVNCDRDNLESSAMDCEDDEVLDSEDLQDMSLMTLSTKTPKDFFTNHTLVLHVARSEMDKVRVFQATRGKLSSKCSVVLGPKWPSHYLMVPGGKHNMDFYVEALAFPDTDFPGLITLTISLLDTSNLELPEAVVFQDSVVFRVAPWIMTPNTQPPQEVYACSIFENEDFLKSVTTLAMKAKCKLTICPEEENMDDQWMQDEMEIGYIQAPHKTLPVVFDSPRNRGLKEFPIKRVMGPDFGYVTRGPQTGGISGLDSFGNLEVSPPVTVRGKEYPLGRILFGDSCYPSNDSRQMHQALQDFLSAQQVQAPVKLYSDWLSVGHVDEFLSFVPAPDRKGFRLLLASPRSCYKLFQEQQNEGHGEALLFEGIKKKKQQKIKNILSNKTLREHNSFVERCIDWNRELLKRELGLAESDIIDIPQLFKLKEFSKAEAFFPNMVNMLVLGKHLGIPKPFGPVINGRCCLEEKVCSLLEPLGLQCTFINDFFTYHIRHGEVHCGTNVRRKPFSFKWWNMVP
GSTO1 inh: blocks human GSTO1 in RBBP9 counter-screen | P78417 | recombinant GSTO1, activity-based probe fluorescence polarization | inhibition, % at 5.96 µM | 1.1% of 300,000 active | AID 1974;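 active = inhibition above the campaign mean inhibition plus 3 SD, cut at about 35% in these data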;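 also: 0% = GSTO1-1 with DMSO and 100% = wells lacking GSTO1-1 enzyme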
pPAFAH FP inh: pPAFAH (human) enzyme inhibition | recombinant pPAFAH, FP-rhodamine probe fluorescence polarization | 1.5% of 330,000 active | inhibition, % at 3.39 µM;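 active = inhibition above the mean inhibition across the screen plus 3 SD, cut at about 25% in these data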;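 also: inhibitors block binding of the rhodamine activity-based probe so polarization drops; 0% = enzyme with DMSO and 100% = wells lacking pPAFAH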
PME-1 inh: PME-1 (human) inhibition. 0.53% of 320,000 active. inhibition, % at 5.9 µM. recombinant PME-1, FP-Rh probe fluorescence polarization;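 active = inhibition above the campaign mean of all compounds plus 3 SD, cut at about 26% in these data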;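 also: competitive labeling of PME-1 active site by serine hydrolase directed probe; 0% = PME-1 with DMSO and 100% = wells lacking PME-1 enzyme; inhibitors block probe labeling so polarization falls and inhibition rises; many of its hits are not listed in these tables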
LYPLA1 inh: counter-screen for PME1 inhibitors: inhibitors of human LYPLA1 | O75608 | recombinant LYPLA1, FP-Rh probe fluorescence polarization | inhibition, % at 5.9 µM | 0.16% of 320,000 active;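 active = inhibition above the mean of all tested compounds plus 3 SD, set per campaign, cut at about 14% in these data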;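 also: inhibitors block serine hydrolase probe labeling of LYPLA1 so polarization falls; 0% = enzyme with DMSO and 100% = wells lacking LYPLA1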
PAFAH1B2 inh: PAFAH1B2 (human) inhibition; P68402; recombinant PAFAH1B2, FP-rhodamine activity probe, fluorescence polarization; inhibition, % at 3.39 µM; 1.2% of 340,000 active; AID 492953;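 active = inhibition above the mean of all tested compounds plus 3 SD, cut at about 24% in these data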;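 also: 0% = enzyme with DMSO and 100% = wells lacking PAFAH1B2; many of its hits are not listed in these tables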
LYPLA2 counter: counter-screen for PME1 inhibitors: inhibitors of human LYPLA2; recombinant LYPLA2, FP-Rh probe fluorescence polarization; inhibition, % at 5.9 µM; 0.38% of 320,000 active;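 active = inhibition above the screen-wide mean plus 3 SD, limit set per campaign, cut at about 26% in these data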;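 also: 0% = LYPLA2 with DMSO and 100% = wells lacking LYPLA2 enzyme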
PREPL inhibitor: inhibitors of human prolyl oligopeptidase-like enzyme PREPL. Q4J6C6. recombinant PREPL, fluorescence polarization activity-based probe. inhibition, % at 5.96 µM. 0.68% of 320,000 active; in the data active = inhibition above about 43%;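 also: 0% = enzyme with DMSO and 100% = wells lacking enzyme; many of its hits are not listed in these tables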
Active calls of the source: *. This is a subset; count on the stated rates, not on these rows.

What do the screens show for `Cc1ccc(C(=O)c2ccccc2C(=O)OCC(=O)NC(C)(C)C)cc1`?
PAFAH1B3 inh: 9; PAD4 FP inh: -8; GSTO1 inh: 4; pPAFAH FP inh: 1; PME-1 inh: 4; LYPLA1 inh: -1; PAFAH1B2 inh: 0; LYPLA2 counter: 4; PREPL inhibitor: 1

What do the screens show for `CCOc1ccccc1C(=O)N(Cc1sccc1C)C1CCS(=O)(=O)C1` (stereo unspecified)?
PAFAH1B3 inh: 0; PAD4 FP inh: -4; GSTO1 inh: 6; pPAFAH FP inh: 0; PME-1 inh: 1; LYPLA1 inh: 1; PAFAH1B2 inh: -1; LYPLA2 counter: 5; PREPL inhibitor: 0

How did CCOc1ccccc1C(=O)N1CCC(n2nnc3cc(C)ccc32)CC1 do in these assays?
PAFAH1B3 inh: -5; PAD4 FP inh: -3; GSTO1 inh: -5; pPAFAH FP inh: 5; PME-1 inh: 4; LYPLA1 inh: 2; PAFAH1B2 inh: 1; LYPLA2 counter: -3; PREPL inhibitor: 8

How did COCCn1c(-c2cccc([N+](=O)[O-])c2)nc2c1c(=O)[nH]c(=O)n2Cc1ccccc1 do in these assays?
PAFAH1B3 inh: 3; PAD4 FP inh: -5; GSTO1 inh: 4; pPAFAH FP inh: 6; PME-1 inh: 4; LYPLA1 inh: 2; PAFAH1B2 inh: 1; LYPLA2 counter: 1; PREPL inhibitor: 4

Results for CCOCCCNC(=O)C(C)NS(=O)(=O)c1ccc(C)cc1 (stereo unspecified) ?
PAFAH1B3 inh: 3; PAD4 FP inh: 1; GSTO1 inh: -4; pPAFAH FP inh: 7; PME-1 inh: -6; LYPLA1 inh: -1; PAFAH1B2 inh: 4; LYPLA2 counter: -3; PREPL inhibitor: -1

How did CC(=O)Nc1ccc(S(=O)(=O)NCCC(=O)N2CCCCC2)cc1 do in these assays?
PAFAH1B3 inh: 2; PAD4 FP inh: -4; GSTO1 inh: 0; pPAFAH FP inh: -2; PME-1 inh: 9; LYPLA1 inh: 0; PAFAH1B2 inh: 0; LYPLA2 counter: -2; PREPL inhibitor: 16

What do the screens show for `Fc1ccc(-n2c(-c3ccc4ccccc4n3)n[nH]c2=S)cc1Cl`?
PAFAH1B3 inh: 1; PAD4 FP inh: 1; GSTO1 inh: 6; pPAFAH FP inh: 1; PME-1 inh: 3; LYPLA1 inh: -2; PAFAH1B2 inh: 1; LYPLA2 counter: -4; PREPL inhibitor: 5

Results for COC(=O)c1ccc(C2/C(=C(/O)c3ccc(OC)cc3)C(=O)C(=O)N2c2cc(C)on2)cc1 (stereo unspecified) ?
PAFAH1B3 inh: -2; PAD4 FP inh: -2; GSTO1 inh: 0; pPAFAH FP inh: -1; PME-1 inh: -4; LYPLA1 inh: 2; PAFAH1B2 inh: -2; LYPLA2 counter: -4; PREPL inhibitor: -3

How did CC(C)(C)NC(=O)C(OC(=O)c1ccco1)c1ccccc1F (stereo unspecified) do in these assays?
PAFAH1B3 inh: -1; PAD4 FP inh: -3; GSTO1 inh: -2; pPAFAH FP inh: 0; PME-1 inh: 4; LYPLA1 inh: 2; PAFAH1B2 inh: 1; LYPLA2 counter: -2; PREPL inhibitor: -3

How did COc1ccc(C2=CC(=O)C[C@H](c3ccc4c(c3)OCO4)C2)cc1 do in these assays?
PAFAH1B3 inh: 10; PAD4 FP inh: 5; pPAFAH FP inh: 3; PME-1 inh: 8; LYPLA1 inh: -2; PAFAH1B2 inh: 4; LYPLA2 counter: 22; PREPL inhibitor: -14

What do the screens show for `C/C(=N/NC(=O)CNS(=O)(=O)c1ccc(C)cc1)c1cccc([N+](=O)[O-])c1`?
PAFAH1B3 inh: 8; PAD4 FP inh: -1; GSTO1 inh: 2; pPAFAH FP inh: 6; PME-1 inh: 6; LYPLA1 inh: 0; PAFAH1B2 inh: 1; LYPLA2 counter: 3; PREPL inhibitor: -10

How did CCc1cc(=O)oc2cc(C)cc(OC(C)C(=O)NCCCN3CCOCC3)c12 (stereo unspecified) do in these assays?
PAFAH1B3 inh: 11; PAD4 FP inh: 1; GSTO1 inh: -5; pPAFAH FP inh: 1; PME-1 inh: 7; LYPLA1 inh: -3; PAFAH1B2 inh: -1; LYPLA2 counter: -3; PREPL inhibitor: 6

Results for CCOc1ccccc1-n1c(SCC(=O)NC(C)CC)nnc1-c1ccoc1C (stereo unspecified) ?
PAFAH1B3 inh: 3; PAD4 FP inh: 2; GSTO1 inh: 0; pPAFAH FP inh: 2; PME-1 inh: -1; LYPLA1 inh: -1; PAFAH1B2 inh: 2; LYPLA2 counter: 2; PREPL inhibitor: 3

How did CCOC(=O)N1CCN(C(=O)CN(C)S(=O)(=O)c2ccc(OCC)cc2)CC1 do in these assays?
PAFAH1B3 inh: 10; PAD4 FP inh: -2; GSTO1 inh: 1; pPAFAH FP inh: -2; PME-1 inh: -6; LYPLA1 inh: -4; PAFAH1B2 inh: 4; LYPLA2 counter: -3; PREPL inhibitor: 9

Results for O=C(COC(=O)C1CC1)Nc1ccc(N=Nc2ccccc2)cc1 ?
PAFAH1B3 inh: 4; PAD4 FP inh: -4; GSTO1 inh: -5; pPAFAH FP inh: 10; PME-1 inh: 12; LYPLA1 inh: -1; PAFAH1B2 inh: 3; LYPLA2 counter: 2; PREPL inhibitor: 12

How did O=C(O)CC(NNC(=O)c1ccccc1)C(=O)Nc1cccc([N+](=O)[O-])c1 (stereo unspecified) do in these assays?
PAFAH1B3 inh: 5; PAD4 FP inh: 0; GSTO1 inh: 2; pPAFAH FP inh: 5; PME-1 inh: 2; LYPLA1 inh: 2; PAFAH1B2 inh: -7; LYPLA2 counter: -2; PREPL inhibitor: 14

Results for O=C(COC(=O)c1ccc([N+](=O)[O-])s1)Nc1ccc(F)cc1 ?
PAFAH1B3 inh: 34*; PAD4 FP inh: -1; pPAFAH FP inh: 12; PME-1 inh: 8; LYPLA1 inh: 2; PAFAH1B2 inh: 10; LYPLA2 counter: 5; PREPL inhibitor: 5

How did CC(=O)Nc1ccc(S[C@@H](CCN2CC[C@H](C(C)(C)C)CCC2=O)c2ccccc2)cc1 do in these assays?
PAFAH1B3 inh: 3; PAD4 FP inh: 12; pPAFAH FP inh: 5; PME-1 inh: -3; LYPLA1 inh: -5; PAFAH1B2 inh: 15; LYPLA2 counter: 4; PREPL inhibitor: 4

Results for Cc1ccccc1OCC(=O)NNC(=O)CCN1C(=O)c2ccccc2C1=O ?
PAFAH1B3 inh: 5; PAD4 FP inh: -1; GSTO1 inh: -14; pPAFAH FP inh: 0; PME-1 inh: -8; LYPLA1 inh: -2; PAFAH1B2 inh: 3; LYPLA2 counter: 6; PREPL inhibitor: 5

What do the screens show for `COc1ccccc1CN1CCCC(N2CCN(c3ccc(F)cc3)CC2)C1` (stereo unspecified)?
PAFAH1B3 inh: 8; PAD4 FP inh: -2; GSTO1 inh: 5; pPAFAH FP inh: 5; PME-1 inh: 0; LYPLA1 inh: 0; PAFAH1B2 inh: 4; LYPLA2 counter: 3; PREPL inhibitor: -1

How did COc1ccccc1NC(=O)CSc1nc2n[nH]c(C)c2c(=N)n1-c1ccccc1Cl do in these assays?
PAFAH1B3 inh: 6; PAD4 FP inh: -4; GSTO1 inh: -5; pPAFAH FP inh: -3; PME-1 inh: -11; LYPLA1 inh: -18; PAFAH1B2 inh: 1; LYPLA2 counter: -26; PREPL inhibitor: -2

How did COc1cccc(NC(=O)CN(C)C(=O)c2cc(-c3ccccc3)nc3ccccc23)c1 do in these assays?
PAFAH1B3 inh: 6; PAD4 FP inh: -2; GSTO1 inh: 5; pPAFAH FP inh: -4; PME-1 inh: 1; LYPLA1 inh: -6; PAFAH1B2 inh: -3; LYPLA2 counter: -6; PREPL inhibitor: -16

Results for COc1c(C)cc(C(=O)C2CCCN(C(=O)c3cccc(F)c3)C2)cc1C (stereo unspecified) ?
PAFAH1B3 inh: -2; PAD4 FP inh: -7; GSTO1 inh: -2; pPAFAH FP inh: 0; PME-1 inh: 15; LYPLA1 inh: 2; PAFAH1B2 inh: -1; LYPLA2 counter: 2; PREPL inhibitor: 8

Results for CCOC(=O)c1ccc(NC(=O)c2c(N)n(C)c(=O)n(C)c2=O)cc1 ?
PAFAH1B3 inh: 11; PAD4 FP inh: -3; GSTO1 inh: 6; pPAFAH FP inh: 4; PME-1 inh: -1; LYPLA1 inh: 2; PAFAH1B2 inh: 3; LYPLA2 counter: 8; PREPL inhibitor: 4

Results for O=C(Nc1ccc(NC(=O)c2ccc([N+](=O)[O-])o2)cc1Cl)c1ccco1 ?
PAFAH1B3 inh: 7; PAD4 FP inh: -6; GSTO1 inh: -1; pPAFAH FP inh: 6; PME-1 inh: -1; LYPLA1 inh: -6; PAFAH1B2 inh: 2; LYPLA2 counter: -4; PREPL inhibitor: -3

Results for COc1ccc(CNC(=O)CCN2C(=O)c3ccccc3C2=O)cc1 ?
PAFAH1B3 inh: 10; PAD4 FP inh: -4; GSTO1 inh: -2; pPAFAH FP inh: 6; PME-1 inh: 0; LYPLA1 inh: -2; PAFAH1B2 inh: 4; LYPLA2 counter: 5; PREPL inhibitor: -2

Results for COc1ccc(C(=O)Nc2cc(OC)ccc2OC)cc1 ?
PAFAH1B3 inh: 1; PAD4 FP inh: -2; GSTO1 inh: 10; pPAFAH FP inh: 4; PME-1 inh: -3; LYPLA1 inh: 0; PAFAH1B2 inh: -3; LYPLA2 counter: 5; PREPL inhibitor: -4

How did O=C1CC(c2ccccc2)C(C(=O)Nc2ccccc2F)N1 (stereo unspecified) do in these assays?
PAFAH1B3 inh: 9; PAD4 FP inh: -3; GSTO1 inh: -4; pPAFAH FP inh: -6; PME-1 inh: 0; LYPLA1 inh: 1; PAFAH1B2 inh: 3; LYPLA2 counter: -3; PREPL inhibitor: 6

How did CN(C)c1ccc(C2NCCS2)cc1 (stereo unspecified) do in these assays?
PAFAH1B3 inh: 8; PAD4 FP inh: -1; GSTO1 inh: 4; pPAFAH FP inh: 2; PME-1 inh: -6; LYPLA1 inh: 2; PAFAH1B2 inh: 2; LYPLA2 counter: 1; PREPL inhibitor: -10

What do the screens show for `CCOC(=O)Cc1csc(NC(=O)CN2CCOCC2)n1`?
PAFAH1B3 inh: 4; PAD4 FP inh: -1; GSTO1 inh: 4; pPAFAH FP inh: -1; PME-1 inh: -11; LYPLA1 inh: -4; PAFAH1B2 inh: 5; LYPLA2 counter: -4; PREPL inhibitor: 8

How did CCN(CC(=O)Nc1ccc2c(c1)OCCO2)C(=O)COc1cc(C)ccc1Cl do in these assays?
PAFAH1B3 inh: 9; PAD4 FP inh: -5; GSTO1 inh: 5; pPAFAH FP inh: 2; PME-1 inh: 2; LYPLA1 inh: -3; PAFAH1B2 inh: 3; LYPLA2 counter: -4; PREPL inhibitor: -2

How did C[C@@H]1NS(=O)(=O)[C@H]2C[C@@H]3C=C[C@]2(O3)[C@H]1OC(=O)Nc1ccc(C(F)(F)F)cc1[N+](=O)[O-] do in these assays?
PAFAH1B3 inh: -3; PAD4 FP inh: 4; pPAFAH FP inh: 3; PME-1 inh: 5; LYPLA1 inh: 4; PAFAH1B2 inh: 1; LYPLA2 counter: 1; PREPL inhibitor: 2

How did COc1ccc(-n2nnnc2SCC(=O)NC2CCS(=O)(=O)C2)cc1 (stereo unspecified) do in these assays?
PAFAH1B3 inh: -2; PAD4 FP inh: -3; pPAFAH FP inh: 7; PAFAH1B2 inh: 0; PREPL inhibitor: 6

Results for O=C(NC1CCS(=O)(=O)C1)Oc1ccccc1 (stereo unspecified) ?
PAFAH1B3 inh: 3; PAD4 FP inh: -1; GSTO1 inh: -3; pPAFAH FP inh: 3; PME-1 inh: 4; LYPLA1 inh: 0; PAFAH1B2 inh: -5; LYPLA2 counter: 5; PREPL inhibitor: -9

Screening data as filed in PubChem.
